High-throughput results (PubChem)
DYRK1A inh: blocks rat Dyrk1A kinase activity | actives 0.43% (n = 310,000) | ADP-Glo luminescence, NFATc1 peptide | AID 504441 | inhibition, % at 12.5 µM; in the data active means inhibition above about 50%;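 further: plate controls were vehicle with enzyme for no effect and no enzyme for full effect; many of its hits are not listed in these tables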
hERG protect: hERG (human) protection from proarrhythmic block | activation (rescue from dofetilide block), less the hit threshold, % at 10 µM | CHO-hERG, FluxOR thallium flux, dofetilide IC70 present | actives 0.51% (n = 310,000);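 active means activation above the mean of controls blocked by dofetilide plus 5 SD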;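 further: thallium influx through hERG after potassium depolarization seen as dye fluorescence rise; in these data hits start at about 4.7%; inactives centre near -7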
Target sequence (Q12809 whole entry, looked up): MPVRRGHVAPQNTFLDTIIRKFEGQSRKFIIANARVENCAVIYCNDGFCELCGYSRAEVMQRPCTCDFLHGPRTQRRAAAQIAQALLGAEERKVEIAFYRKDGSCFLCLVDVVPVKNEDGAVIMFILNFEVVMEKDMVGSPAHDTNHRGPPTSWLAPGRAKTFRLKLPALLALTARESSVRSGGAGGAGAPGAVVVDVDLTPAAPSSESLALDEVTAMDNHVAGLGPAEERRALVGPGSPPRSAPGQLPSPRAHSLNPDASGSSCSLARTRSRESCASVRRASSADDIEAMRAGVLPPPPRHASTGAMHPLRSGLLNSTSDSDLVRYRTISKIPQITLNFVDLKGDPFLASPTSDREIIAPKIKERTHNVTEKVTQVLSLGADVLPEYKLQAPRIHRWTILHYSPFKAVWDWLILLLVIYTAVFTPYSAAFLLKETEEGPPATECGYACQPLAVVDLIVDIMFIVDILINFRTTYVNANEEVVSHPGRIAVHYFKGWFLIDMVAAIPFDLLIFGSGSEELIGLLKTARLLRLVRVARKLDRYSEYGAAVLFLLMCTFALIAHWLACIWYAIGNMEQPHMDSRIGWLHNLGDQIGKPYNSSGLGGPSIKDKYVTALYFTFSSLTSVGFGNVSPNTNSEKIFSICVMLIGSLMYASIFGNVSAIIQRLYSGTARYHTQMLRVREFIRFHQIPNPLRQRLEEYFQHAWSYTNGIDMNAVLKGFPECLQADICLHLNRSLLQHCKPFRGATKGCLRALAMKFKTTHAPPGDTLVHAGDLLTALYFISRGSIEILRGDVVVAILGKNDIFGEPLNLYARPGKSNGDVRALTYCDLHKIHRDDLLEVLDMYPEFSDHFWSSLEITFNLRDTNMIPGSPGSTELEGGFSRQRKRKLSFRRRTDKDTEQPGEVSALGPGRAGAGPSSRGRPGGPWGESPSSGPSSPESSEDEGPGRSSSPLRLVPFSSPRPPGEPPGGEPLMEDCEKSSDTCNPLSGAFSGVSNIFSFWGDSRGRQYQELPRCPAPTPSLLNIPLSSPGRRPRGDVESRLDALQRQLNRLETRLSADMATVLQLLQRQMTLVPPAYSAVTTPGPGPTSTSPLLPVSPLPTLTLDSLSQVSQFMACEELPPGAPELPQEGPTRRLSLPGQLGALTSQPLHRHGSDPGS
KCNK3 block: human KCNK3 channel inhibition, primary screen. CHO-KCNK3 thallium flux, FluxOR fluorescence; active compounds read low. B-score at 10 µM. actives 0.84% (n = 340,000);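 active means B-score under library mean minus 4 SD, starting fluorescence ratio at most library mean plus 5 SD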;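 further: more negative B-score means stronger inhibition of thallium flux through KCNK3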
PolyA inh: yeast polyadenylation inhibition; S. cerevisiae SKY197-pL101 polyadenylation reporter, beta-gal luminescence; efflux-impaired pdr1/pdr3 knockout yeast; score 100 = 6 SD above DMSO; calls only at 12 µM; actives 0.02% (n = 300,000);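 active means lowest replicate activity score at least 50, where 100 means six control SD above control mean; inconclusive means lowest score under 50 but half or more replicates reach 50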;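 further: yeast exposed to compound for 9 h at 30 °C; higher score means more reporter readthrough which indicates perturbed polyadenylation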
HDAC3 inh: inhibitors of human histone deacetylase 3 | O15379 | recombinant HDAC3, fluorogenic peptide/trypsin coupled, fluorescence | inhibition, % at 8.3 µM | actives 0.15% (n = 320,000); in the data active means inhibition above about 26%, passing the limit was not always enough; inconclusive means no clear call, values can overlap the other calls
GSK3 alpha inh: inhibitors of human GSK-3 alpha kinase. P49840. ADP-Glo luminescence, 60 min. inhibition, % at 10 µM. actives 0.1% (n = 320,000). AID 2650;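 in the data active means inhibition above about 50%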;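 further: GST-tagged GSK-3 alpha with peptide substrate and 25 µM ATP; 0% = DMSO neutral wells and 100% = GW8510 positive control wells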
KCNQ1 act: potentiates or activates the human KCNQ1 potassium channel | CHO-K1 KCNQ1, thallium flux FluxOR fluorescence; active compounds read high | B-score at 10 µM | actives 0.35% (n = 310,000);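 active means fluorescence ratio B-score, a plate-corrected score, at least three library SD, with initial intensity B-score within 5 SD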
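Doses: Single concentration per compound, DMSO matched to controls | Test system: KCNQ1-transfected CHO-K1 cells | Timing: 90 min dye loading and 20 min compound exposure, both at room temperature | Measured by: Kinetic FluxOR thallium fluorescence, 10-s 1-Hz baseline, 110-s post-stimulus read | Medium: Assay buffer with matched DMSO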
GSK3B inh: blocks human GSK3beta kinase activity. P49841. GST-GSK3beta kinase, ADP-Glo luminescence, 60 min; active compounds read low. activity score (negative = inhibition), % at 10 µM. actives 0.038% (n = 300,000);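 active means more than half of replicate wells score below -50%, meaning over 50% inhibition versus plate controls; inconclusive means some replicates but at most half score below -50%; inactive means no replicate scores below -50%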;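 further: 0% = median DMSO wells and -100% = median GW8510 positive control wells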
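Test system – GST-tagged human GSK3beta kinase, cell-free · Incubation – 60 min enzyme reaction, room temperature · Signal – ADP-Glo luminescence · Also added – peptide substrate and ATP at 25 µM · Controls – DMSO neutral wells and GW8510 at 20 µM as positive · Buffer or medium – Tris/MgCl2 kinase buffer · Measure – Luminescence-derived activity versus plate DMSO and GW8510 wells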
RGS4 pot: potentiators or activators of RGS4 | B-score at 10 µM | HEK293 M3R/inducible RGS4, carbachol calcium flux Fluo4; active compounds read low | actives 0.92% (n = 310,000);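 active means B-score of the integrated calcium signal more than 4 SD below the library mean, with starting fluorescence not abnormally high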;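 further: negative B-score means reduced calcium response which marks RGS4 activation or potentiation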
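Material: M3R-expressing HEK293 line, RGS4 induced by doxycycline | Schedule: Overnight RGS4 induction, 30 min dye load 37 °C, 20 min compound RT | Measured by: Fluo4 fluorescence kinetic imaging of calcium | Read-out: Integrated calcium ratio converted to B score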
KCNK9 block: human KCNK9 channel inhibition | HEK293 KCNK9, FluxOR thallium flux fluorescence; active compounds read low | B-score at 10 µM | actives 1.2% (n = 310,000);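 active means ratio B-score over 3 SD below the library mean, with starting fluorescence within 5 SD of its mean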;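 further: negative B-score means less thallium flux so channel inhibition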
KCNQ1 block: human KCNQ1 channel inhibition. actives 1.3% (n = 310,000). AID 2642. B-score at 10 µM. CHO-K1 KCNQ1, FluxOR thallium flux fluorescence; active compounds read high. P51787;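 active means compounds whose thallium flux B-score, printed positive for inhibition, exceeds three library SD while starting fluorescence stays within three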;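 further: channel opened by potassium depolarization with thallium stimulus after 20 min compound exposure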
An asterisk follows results filed as active; i = inactive; ? = inconclusive; . = no result given.

#	mol	DYRK1A inh	hERG protect	KCNK3 block	PolyA inh	HDAC3 inh	GSK3 alpha inh	KCNQ1 act	GSK3B inh	RGS4 pot	KCNK9 block	KCNQ1 block
1	COc1ccc2ncc(S(=O)(=O)c3ccccc3)c(N3CCC4(CC3)OCCO4)c2c1	27.1	-24.8	i	i	-12.7	9.5	i	-12.9	i	i	i
2	CC1CC(CC(C)C(=O)NC(=S)Nc2ccc(S(N)(=O)=O)cc2)C(=O)O1 (configuration not stated)	0.5	-6.3	i	i	10.7	1.9	i	3.6	i	i	i
3	CC(NC(=O)Cn1nc(C(=O)O)c2ccccc2c1=O)c1ccccc1 (configuration not stated)	5.2	-5.0	i	i	-0.3	0.3	i	-4.1	i	i	i
4	O=S(=O)(c1ccccc1Cl)N1CCCC1c1nc(-c2ccccc2Cl)no1 (configuration not stated)	-6.0	-11.0	i	i	-2.3	-0.1	i	1.7	i	i	i
5	Cc1c(Cl)c([N+](=O)[O-])nn1CC(=O)NCC1CCCO1 (configuration not stated)	-7.2	-10.0	i	i	2.0	0.5	i	-3.3	i	i	i
6	COCCSc1nnc(NC(=O)COC)s1	-1.0	-8.8	i	.	-9.1	-4.6	i	-5.0	i	i	i
7	c1ccc(CSc2nnc(-c3ccco3)n2Cc2ccco2)cc1	1.4	-11.4	i	i	-1.3	0.9	i	-5.5	i	i	i
8	Cc1ccc(NC(=S)N2CCC(c3ccccc3)C2)c(Cl)c1 (configuration not stated)	-1.6	-16.8	i	i	-0.7	-1.4	i	0.3	i	i	i
9	Cc1nn(C)c(C(=O)NNC(=S)NCc2ccco2)c1Cl	-5.2	-9.9	i	i	2.4	0.4	i	5.9	i	i	i
10	CC1(C)Cc2ccccc2C(=O)N1	0.7	-1.2	i	i	-4.0	-2.0	i	-1.0	i	i	i
11	COc1ccc(-c2c(C#N)c(N)nc(Sc3ccc(Cl)cc3)c2C#N)cc1	.	-6.5	i	i	-4.3	0.4	i	-1.0	i	i	i
12	CN(CCCC1CCCC1)C(=O)CC1C(=O)NCCN1Cc1cccc(F)c1F (configuration not stated)	0.2	-9.7	i	i	3.0	-0.7	i	4.5	i	i	i
13	O=S(=O)(Nc1ccc(Br)cc1)c1cccc2nonc12	-6.3	-4.5	i	i	3.0	-1.7	i	2.6	i	i	i
14	CCOC(=O)Nc1ccc2c(c1)N(C(=O)CN1CCN(C)CC1)c1ccccc1CC2	11.8	-6.5	i	i	-2.6	0.7	i	0.9	i	i	i
15	CN(CCCCCC(=O)/C=N/O)Cc1ccccc1	-1.8	-8.7	i	.	1.1	-4.5	i	-1.7	i	i	i
16	COc1ccc(/C=C2\SC(c3ccc(C)cc3)=NC2=O)cc1OC	0.2	9.7*	i	i	-1.6	3.4	i	0.8	i	i	i
17	CCOc1ccc(NC(=O)CSc2nccn2C)cc1	0.8	-4.0	i	i	.	2.0	i	-0.3	i	i	i
18	CC(=O)C1=C(O)C(=O)N(Cc2ccco2)C1c1ccccc1F (configuration not stated)	5.5	-16.1	i	i	5.4	1.0	i	1.2	i	i	i
19	COC(=O)C1=C(C(=O)OC)[C@@H]2N(C)c3ccc(OC)cc3[C@@]23C[C@@H](C(=O)OC)N(C(=O)c2ccc(Br)cc2)C3=N1	8.4	-6.7	i	i	4.3	0.7	i	3.0	i	i	i
20	Brc1ccccc1-c1nnc(CSc2nnc3sc4ccccc4n23)o1	2.3	-10.2	i	i	0.5	0.8	i	0.9	i	i	i
21	CN1C(=O)C(C)(C)c2cc(S(=O)(=O)N3CCCC(C(=O)NCc4ccccc4Cl)C3)ccc21 (configuration not stated)	1.1	-11.2	i	i	?	-3.0	i	-1.2	i	i	i
22	COc1ccccc1-n1c(SCc2cc(=O)oc3cc(O)ccc23)nc2ccccc2c1=O	1.9	-6.2	i	i	1.3	-3.2	i	-0.5	i	-8.33*	i
23	COc1ccc(-n2nc3c(c2NC(C)=O)CS(=O)(=O)C3)cc1	0.1	0.5	i	i	4.6	3.2	i	1.4	i	i	i
24	CCOC(=O)N1CCN(C(=O)CCNS(=O)(=O)c2ccccc2)CC1	-7.9	-4.1	i	i	-1.3	-0.9	i	0.8	i	i	i
25	CCCc1ccc(S(=O)(=O)NCC2CCCN2CC)cc1 (configuration not stated)	-1.8	-6.2	i	i	-2.7	-0.8	i	-0.3	i	i	i
26	COc1ccc(NCC(O)Cn2c(C)c(C)c3ccccc32)cc1 (configuration not stated)	-6.8	-1.4	i	.	3.1	-0.2	i	3.7	i	i	i
27	O=c1[nH]c(=O)n(-c2ccccc2)c2c1C(C(F)(F)F)(C(F)(F)F)N=C(C1CCCCC1)N2	0.5	-13.7	i	i	-5.9	-0.7	i	4.1	i	i	i
28	CC1CC(C)(C)NC(=S)N1CCCC(=O)Nc1ccc(F)cc1 (configuration not stated)	0.0	-11.8	i	i	1.0	.	i	.	i	i	i
29	Cc1ccc(C(=O)CSc2nc(N)cc(=O)[nH]2)cc1C	4.7	-1.8	i	i	5.0	-7.4	i	3.2	i	i	i
30	O=C(COC(=O)c1cccs1)Nc1ccccc1Cl	-6.3	-2.3	i	i	-4.3	-2.2	i	1.8	i	i	i
31	CC(C)(C)n1cnnc1Sc1ccc([N+](=O)[O-])cn1	.	-9.8	i	i	0.1	-1.0	i	-2.8	i	i	i
32	O=C(NNC(=O)C(c1ccccc1)c1ccccc1)c1ccccn1	5.3	-6.0	i	i	1.5	-0.4	i	2.3	i	i	i
33	CCOC(=O)COc1ccc(/C=C2/SC(=Nc3ccccc3)N(Cc3cccnc3)C2=O)cc1OC	10.8	-12.6	i	i	2.9	-3.3	i	-1.0	i	i	i
34	Cc1cc(C)cc(NC(=S)N2CCC(c3nc4ccccc4s3)CC2)c1	.	-3.8	i	i	7.7	-4.2	i	2.1	i	i	i
35	COc1ccc([N+](=O)[O-])c(S(=O)(=O)c2ccc(Cl)cc2)n1	8.0	-7.7	i	i	2.3	8.9	i	-0.6	i	i	i
36	O=C1SC(SCc2ccccc2Cl)=N/C1=C\c1ccc(C(=O)O)cc1	30.5	-9.4	i	i	-1.4	-3.4	i	3.5	i	i	i
37	CC(=O)N/C(=N/c1nc(C)cc(C)n1)Nc1ccc(C)cc1C	-4.1	-8.8	i	i	-0.2	-0.3	i	-4.7	i	i	i
38	O=C(Nc1cccc(F)c1)c1cccc2c1C(=O)N(C1CCCCC1)C2	-6.7	-5.0	i	i	-1.9	1.7	i	-25.8	i	-11.3*	i
39	N#Cc1ccc(OCC(=O)Nc2ccccc2NS(=O)(=O)c2cccs2)cc1	1.3	-7.8	i	i	-1.1	-2.6	i	1.6	i	i	i
40	CC(=O)Nc1ccc2oc(-c3ccccc3)nc2c1	.	-11.5	i	i	-51.8	-1.5	i	0.8	i	i	i
41	O=C(Nc1ccc(OC(F)(F)F)cc1)c1ccc2nccnc2c1	1.5	-2.9	i	i	5.8	-0.9	i	-2.5	i	i	i
42	Oc1c(N=NC(=S)Nc2ccccc2F)c2ccccc2n1Cc1ccc(F)cc1	-2.4	54.5*	i	i	6.9	2.3	15*	0.9	i	i	i
43	O=C(CSc1nc2ccccc2n1CC(=O)NCc1ccccc1)NCc1ccco1	-1.8	-3.9	i	i	-2.4	-2.7	i	-0.8	i	i	i
44	CN(Cc1c(F)cccc1Cl)C(=O)CNC(=O)c1cccs1	0.3	-6.6	i	i	0.6	-1.9	i	-2.5	i	i	i
45	CN1CCN(C(=O)c2ccc3nc(-c4ccccc4)c(-c4ccccc4)nc3c2)CC1	-0.4	-12.7	i	i	-5.5	-0.7	i	4.1	i	i	i
46	CCC/C(=N/NC(=O)c1csc(C)c1C)c1ccc(Cl)s1	1.8	-0.2	i	i	-3.8	-4.3	i	2.1	i	i	i
47	Cc1nnc(NC(=O)CN2C(=O)NC3(CCCC3)C2=O)s1	-3.3	-17.1	i	i	4.4	0.2	i	1.4	i	i	i
48	C=CCc1ccc(OCCOc2cccc3ccc(C)nc23)c(OC)c1	-6.6	-9.1	i	i	7.0	0.3	i	-3.2	i	i	i
49	O=C(CN1C(=O)NC2(CCCCCCC2)C1=O)NCc1cccs1	7.6	-0.5	i	i	2.0	-5.9	i	0.7	i	i	i
50	Cc1ccc(C(=O)Nc2cccc(NC(=O)c3ccc(C)cc3)n2)cc1	.	-5.7	i	i	-4.2	-1.5	i	-0.2	i	i	i
51	Cc1ccc(C(=O)c2coc3ccc(OCC(=O)O)cc23)cc1	70.3*	-6.3	i	i	-1.2	88.8*	i	-71.5*	i	i	i
52	CC(=O)OCC1(C)CN(c2ccccc2)N(C(C)=O)C1=O (configuration not stated)	-1.5	-0.6	i	i	6.7	-1.3	i	1.5	i	i	i
53	COc1ccc(-c2nn(-c3ccccc3)cc2C(=O)NCC(c2cccs2)N2CCOCC2)cc1 (configuration not stated)	9.6	-7.5	i	i	-3.7	-0.5	i	0.6	i	i	i
54	S=C(NC1CCCC1)NN1CCOCC1	-1.7	-4.8	i	i	-0.4	-7.0	i	-0.1	i	i	i
55	CCOC(=O)Cc1csc(NC(=S)NC(=O)c2ccc([N+](=O)[O-])cc2)n1	0.7	-8.8	i	i	3.7	1.5	i	-1.0	i	i	i
56	CCOc1ccc(-c2csc(C3COc4ccccc4O3)n2)cc1 (configuration not stated)	-3.0	-8.5	i	.	12.9	-2.1	i	1.6	i	i	i
57	O=C/C(=C\Nc1ccc(C(=O)N2CCOCC2)cc1)c1nc2ccccc2o1	0.3	-12.6	i	i	3.4	2.9	i	-1.0	i	i	i
58	CC(=O)c1ccc(NC(=O)CN2CCC(C(=O)c3ccc(F)cc3)CC2)cc1	0.0	-3.2	i	.	-4.0	-1.6	i	-3.2	i	i	i
59	CCCCOc1cccc(C(=O)NC(=S)Nc2ccc(Cl)c(C(=O)O)c2)c1	66.2*	-21.0	i	i	5.6	-4.3	i	-1.6	i	i	i

This is a subset; rates above refer to the full screens.
